Screens as filed in PubChem BioAssay.
ssDAF-12 act: activators of S. stercoralis DAF-12 nuclear receptor; AID 652126; activation, % at 6.8 µM; hit rate 1% among 370,000; HEK293 ssDAF-12/GRIP1 lit1-tk-luc reporter, luminescence; % of 3 µM dafachronic acid response;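 active means activation above the mean over all tested compounds plus 3 SD, cut at about 0.9% in these data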;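 further: 0% = DMSO-only wells and 100% = 3 µM delta7-dafachronic acid wells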
ADAM10 inh: inhibits human ADAM10 | O14672 | recombinant ADAM10, EDANS/DABCYL FRET peptide cleavage, 3 h | inhibition, % at 7 µM | hit rate 0.62% among 370,000;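 active means inhibition above a per-campaign cutoff equal to the mean of compounds falling between control-based bounds plus 3 SD, cut at about 20% in these data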;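 further: 0% = DMSO wells while the 100% control is not disclosed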
Target sequence (O14672 214-748 limits assumed): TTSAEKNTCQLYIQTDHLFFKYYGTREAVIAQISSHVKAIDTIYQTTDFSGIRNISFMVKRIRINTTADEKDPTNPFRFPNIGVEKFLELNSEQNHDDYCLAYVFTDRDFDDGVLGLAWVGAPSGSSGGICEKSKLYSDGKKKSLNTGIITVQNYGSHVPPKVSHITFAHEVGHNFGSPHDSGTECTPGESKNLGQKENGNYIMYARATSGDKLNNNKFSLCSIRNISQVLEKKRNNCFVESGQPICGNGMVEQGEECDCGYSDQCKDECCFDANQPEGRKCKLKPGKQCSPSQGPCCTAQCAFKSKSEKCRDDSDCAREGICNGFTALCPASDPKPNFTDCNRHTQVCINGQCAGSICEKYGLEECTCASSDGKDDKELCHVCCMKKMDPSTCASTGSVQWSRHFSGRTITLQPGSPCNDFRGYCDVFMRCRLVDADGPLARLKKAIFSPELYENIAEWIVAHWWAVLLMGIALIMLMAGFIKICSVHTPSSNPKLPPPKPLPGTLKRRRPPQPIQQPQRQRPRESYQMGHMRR
DAX1 inh-1: inhibitors of DAX1 repression of SF-1 activated StAR promoter | HEK293T StAR-luciferase reporter, SF-1/DAX-1 repression relief | inhibition, % at 6.8 µM | hit rate 1.1% among 370,000 | AID 652010;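 active means inhibition above the mean over all tested compounds plus 3 SD, cut at about 3.6% in these data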;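 further: 0% = DAX-1 cells with DMSO and 100% = cells lacking DAX-1 with DMSO; higher inhibition means more luminescence from relief of DAX-1 repression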
PG9 binder: small molecules binding HIV-1 gp120 antibody PG9; hit rate 0.43% among 360,000; inhibition, % at 6.7 µM; TR-FRET gp120-PG9 antibody binding; in the data active means inhibition above about 8.5%
SMARCA2 activ: increases SMARCA2 function in MMTV reporter cells; MG213 cells, MMTV-luciferase reporter, dexamethasone, overnight; activation, % at 9.1 µM; hit rate 1% among 370,000; AID 652017; in the data active means activation above about 7.8%;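 further: 0% = vehicle wells and 100% = reference activator wells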
FXN GAA850 act: increases GAA850 frataxin promoter reporter activity; HEK293 lucGAA850 FXN promoter luciferase reporter, 24 h; percent of 10 µM SAHA response; activation, % at 6 µM; hit rate 0.56% among 360,000; AID 540364;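 active means activation above the average of all compounds screened plus 3 SD, cutoff fixed separately per campaign, cut at about 7.5% in these data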;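 further: 0% = DMSO wells and 100% = 10 µM SAHA wells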
hcDAF-12 act: activators of H. contortus DAF-12 nuclear receptor. HEK293 hcDAF-12 lit1-tk-luc reporter, luminescence; 0% DMSO, 100% Δ7-dafachronic acid. activation, % at 6.8 µM. hit rate 1.4% among 370,000;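 active means activation above the mean of all tested compounds plus 3 SD, cut at about 5.5% in these data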;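 further: 100% = response to 3 µM Δ7-dafachronic acid high control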
hgDAF12 agonist: activates the H. glycines DAF-12 receptor ligand-binding domain; activation, % at 6.8 µM; hit rate 1.8% among 370,000; HEK293 GAL4-hgDAF12 UAS-luciferase reporter, agonist luminescence; normalized to butyrate control;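 active means activation above a cutoff set at the mean of all screened compounds plus 3 SD, cut at about 10% in these data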;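 further: 0% = DMSO wells and 100% = sodium butyrate wells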
DAX1 inh-2: NR0B1 (DAX1) inhibition; P51843; HEK293 Gal4-DAX1 luciferase reporter, luminescence; inhibition, % at 6.75 µM; hit rate 0.99% among 340,000; AID 504766;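 active means inhibition above the mean over all tested compounds plus 3 SD, cut at about 4.2% in these data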;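 further: 0% = DAX1-transfected cells with DMSO and 100% = empty-vector control cells with DMSO; inhibition shows as a rise in luminescence from relieved DAX1 repression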
Target sequence (P51843 207-470 limits assumed): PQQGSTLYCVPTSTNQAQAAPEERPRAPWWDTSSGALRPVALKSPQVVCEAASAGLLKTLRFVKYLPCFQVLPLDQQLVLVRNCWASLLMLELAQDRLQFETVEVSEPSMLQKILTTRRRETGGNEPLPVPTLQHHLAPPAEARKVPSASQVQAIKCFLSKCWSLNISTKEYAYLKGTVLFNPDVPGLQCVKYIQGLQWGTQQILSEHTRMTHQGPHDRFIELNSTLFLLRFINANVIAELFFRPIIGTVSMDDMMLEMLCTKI
GC-A act: GC-A (human) enzyme activation | HEK293 GC-A cells, cGMP TR-FRET, EC30 ANP; 0% at EC30 ANP, 100% saturating ANP | activation, % at 10 µM | hit rate 0.14% among 370,000 | AID 1671463; in the data active means activation above about 40%
ADAM17 inh: inhibitors of human ADAM17 | inhibition, % at 6.95 µM | recombinant ADAM17, EDANS/DABCYL FRET peptide cleavage | hit rate 0.83% among 370,000 | P78536;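 active means inhibition above the mean of compounds lying between control limits plus 3 SD, set per campaign, cut at about 8.5% in these data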;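 further: 0% = DMSO-only wells as the low control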
The depositor's hits bear a star; i = inactive; nt = not tested or not shown.

SMILES | ssDAF-12 act | ADAM10 inh | DAX1 inh-1 | PG9 binder | SMARCA2 activ | FXN GAA850 act | hcDAF-12 act | hgDAF12 agonist | DAX1 inh-2 | GC-A act | ADAM17 inh
O=C(CSc1nnnn1C1CCCCC1)NCc1cccs1 | -1.4 | -5 | 0.6 | -0.7 | -4 | 3.0 | -0.6 | 6.6 | 1.2 | 2 | 1
Cc1ccc(CN(C)c2nc(-c3cccnc3)nc3ccccc23)o1 | -0.7 | -9 | 0.2 | -0.8 | -1 | 0.4 | -0.3 | 3.1 | -1.3 | 7 | -1
NC(=O)Cc1ncc(C(F)(F)F)cc1Cl | -1.6 | -3 | 0.7 | 1.4 | -2 | 0.4 | -1.0 | -0.1 | 1.0 | 1 | 1
CC(C)(C)OC(=O)NCCC(=O)N/N=C/c1cccc2cccnc12 | -0.7 | -16 | 0.1 | -1.8 | -5 | -1.5 | -0.2 | -1.5 | -1.3 | -3 | -4
Cc1occc1-c1nnc(SCC(=O)c2ccc(F)cc2)n1Cc1ccco1 | -0.7 | 4 | -1.2 | -1.4 | 0 | 2.8 | 0.7 | 1.6 | 0.8 | 6 | -3
Cc1ccc(N(CC(=O)N2CCc3ccccc32)C2=NC(=O)CS2)cc1 | -0.8 | -12 | -0.5 | -2.6 | -2 | 2.8 | -1.2 | -0.8 | -0.9 | 0 | 1
COc1cccc(CNS(=O)(=O)/C=C/c2ccc3c(c2)OCO3)c1 | -1.2 | -17 | 0.3 | -0.8 | -3 | 0.8 | 0.0 | -0.1 | 0.7 | -1 | -14
CCN(CC)S(=O)(=O)c1ccc(S(=O)(=O)N2CCN(CCC#N)CC2)cc1 | -1.3 | -3 | 0.8 | 0.0 | 0 | 0.0 | 0.2 | 3.2 | 3.4 | 0 | -1
CC(Sc1nc(O)c(-c2ccccc2)c(=O)[nH]1)C(=O)Nc1ccc(Cl)cc1 (stereo not given) | -1.3 | -10 | 0.6 | -0.1 | 3 | -0.4 | 0.5 | -0.9 | 3.5 | 0 | -2
Cc1ccc(-c2nnc(Oc3cccc(C)c3)c3ccccc23)cc1 | -1.2 | 9 | 0.0 | -1.4 | 2 | -0.8 | 1.3 | 1.9 | 0.2 | -7 | 4
O=c1c2cn[nH]c2[nH]c(=S)n1-c1cccc2ccccc12 | -0.2 | -1 | 0.3 | 4.9 | -2 | -0.8 | 5.5 | 1.6 | -0.4 | 6 | -1
CCOc1ccc(NS(=O)(=O)c2ccc(C(=O)NCc3ccccn3)cc2)cc1 | -1.7 | -1 | 1.6 | 0.5 | -2 | 2.5 | -1.4 | 1.3 | 0.4 | -4 | -2
C=CCNCCOCCOc1ccc(Cl)cc1C(C)(C)C | -1.1 | 2 | 0.3 | -1.5 | -3 | -0.6 | -2.8 | -0.8 | 0.2 | 0 | 0
CC(C)(C)C(=O)Nc1ccc(S(=O)(=O)c2ccc(NC(=O)C(C)(C)C)cc2)cc1 | -1.6 | 10 | -0.5 | -0.9 | 1 | 1.2 | -1.6 | -1.4 | -1.9 | -1 | 1
COc1ccc(CNC(=O)c2ccc3c(c2)N(C)CCS3)cc1 | -0.8 | i | -0.2 | 1.8 | 0 | -0.7 | -1.8 | 6.6 | 1.4 | -1 | i
CC1CCC2(CC1)CCC2NCc1ccc(Cl)c(Cl)c1 (stereo not given) | -1.1 | -4 | nt | nt | nt | nt | -1.4 | 0.9 | nt | -5 | -5
O=C(COC(=O)C1CC2C=CC1C2)Nc1cccc(S(=O)(=O)N2CCCCC2)c1 (stereo not given) | -1.9 | 6 | 0.1 | -0.6 | -6 | 0.5 | -1.5 | -0.6 | -1.5 | 0 | 5
Cc1ccc(O)c(NC(=O)c2cc(-c3ccc(F)cc3)on2)c1 | -1.0 | -2 | 0.3 | 1.7 | 2 | 3.6 | 0.2 | 2.6 | 0.1 | -2 | -1
NS(=O)(=O)c1ccc(NC(=O)CCCC(=O)O)cc1 | -0.6 | 2 | -0.4 | 0.3 | -2 | -0.7 | 0.1 | 1.1 | -0.7 | -2 | 0
Cc1ccc(-c2nn(-c3cc(Cl)ccc3[N+](=O)[O-])c(=O)c3ccccc23)cc1 | -1.1 | 12 | 1.2 | -0.3 | -2 | 4.8 | -1.7 | -1.5 | 0.3 | -1 | 0
COC(=O)[C@H](Cc1ccccc1)NC(=O)[C@@H](N)CC(=O)O | -1.1 | -3 | 0.6 | -1.0 | -1 | -0.2 | -1.3 | 3.6 | -0.2 | 6 | -3
O=C(CC(=O)Nc1ccccc1F)Nc1ccccc1F | -0.9 | 2 | -0.3 | -0.6 | 3 | 0.8 | 0.1 | -0.6 | 0.8 | -1 | -2
CC1CCc2nc3ccccc3c(C(=O)OCC(=O)NC3CCS(=O)(=O)C3)c2C1 (stereo not given) | -0.6 | -14 | 0.3 | -0.9 | 2 | 0.8 | 2.1 | 1.1 | 0.5 | 2 | -8
c1ccn2c(SCc3ccc4c(c3)OCCO4)nnc2c1 | -0.7 | -12 | 4.5* | 1.4 | 0 | 2.8 | 3.0 | 4.1 | 1.9 | 6 | 6
Cc1ccc(-c2csc3nc(C)n(N)c(=O)c23)cc1 | -1.4 | 5 | -0.5 | -0.8 | 0 | 0.2 | -2.2 | -0.9 | -0.6 | -1 | -1
Cc1ccc(NC(=O)CSc2nnc(COc3ccccc3C)o2)cc1 | -1.6 | 0 | 0.0 | 0.8 | 2 | -0.5 | -1.7 | -0.2 | -0.8 | 0 | -1
Cc1ccc(C(=O)c2cc([N+](=O)[O-])ccc2N2CCOCC2)c(C)c1 | -0.5 | 3 | -0.6 | 0.8 | 0 | -1.4 | -1.0 | -3.5 | -1.4 | -3 | -2
CC(C)NC(=O)c1ccccc1NC(=O)CN(c1ccc2c(c1)OCO2)S(C)(=O)=O | -0.9 | -4 | 0.1 | -1.0 | -1 | 1.1 | -2.5 | -3.5 | -0.6 | 5 | -4
Cc1c(C(=O)Nc2ccc(Oc3ccccc3)cc2)sc2nc3n(c(=O)c12)CCC3 | -2.0 | 11 | -1.5 | 0.6 | -1 | -0.4 | -3.1 | -2.6 | -2.8 | 9 | 6
Cc1cccc(N(CC(=O)NC(C)C)C(=O)c2ccc(N3CCCC3)nc2)c1 | -0.7 | 9 | -0.1 | -1.3 | 4 | 2.1 | -0.9 | -1.6 | -0.6 | -2 | 2

Not a retest: three of the compounds above.
SMILES | ssDAF-12 act | ADAM10 inh | DAX1 inh-1 | PG9 binder | SMARCA2 activ | FXN GAA850 act | hcDAF-12 act | hgDAF12 agonist | DAX1 inh-2 | GC-A act | ADAM17 inh
COC(=O)[C@H](Cc1ccccc1)NC(=O)[C@@H](N)CC(=O)O | -1.1 | -3 | 0.6 | -1.0 | -1 | -0.2 | -1.3 | 3.6 | -0.2 | 6 | -3
O=C(CC(=O)Nc1ccccc1F)Nc1ccccc1F | -0.9 | 2 | -0.3 | -0.6 | 3 | 0.8 | 0.1 | -0.6 | 0.8 | -1 | -2
CC1CCc2nc3ccccc3c(C(=O)OCC(=O)NC3CCS(=O)(=O)C3)c2C1 (stereo not given) | -0.6 | -14 | 0.3 | -0.9 | 2 | 0.8 | 2.1 | 1.1 | 0.5 | 2 | -8

The results go on:
SMILES | ssDAF-12 act | ADAM10 inh | DAX1 inh-1 | PG9 binder | SMARCA2 activ | FXN GAA850 act | hcDAF-12 act | hgDAF12 agonist | DAX1 inh-2 | GC-A act | ADAM17 inh
CC[C@@H]1C=C(C(=O)O)[C@H](c2ccc(OC)c(OC)c2)N1S(=O)(=O)c1ccc(C)cc1 | -1.1 | -9 | 0.9 | 0.3 | 1 | 0.2 | -0.5 | -1.5 | 1.1 | 3 | -7
CC(NS(=O)(=O)OCC(Cl)(Cl)Cl)c1ccc(Br)cc1 (stereo not given) | -1.2 | 4 | 0.8 | -1.8 | 1 | -0.3 | -1.7 | -0.4 | -0.1 | -4 | 1
O=C(NCc1cccc(F)c1F)C1CCC(=O)N(C2CC2)C1 (stereo not given) | -1.1 | -6 | -0.4 | -1.5 | 1 | 1.6 | 0.0 | 0.8 | 0.3 | 3 | -5
C=CC(C)(C)c1c2occc2c(O)c2ccc(=O)oc12 | -1.1 | -5 | -0.4 | -4.2 | 1 | -1.3 | -1.1 | 2.7 | -1.5 | 0 | 0
OCCN(Cc1ccccc1)CC(O)COc1ccc2c(c1)OCO2 (stereo not given) | -2.1 | -4 | -0.2 | -0.8 | -2 | 1.3 | -0.7 | -0.9 | 0.0 | 0 | -4
CCOC(=O)CSC1=C(C#N)C(c2ccccc2OC)CC(=O)N1 (stereo not given) | -1.4 | -2 | -2.3 | 0.3 | -1 | -3.2 | -1.9 | -0.6 | -0.3 | 2 | 3
CCc1ccc2nc(SCC(=O)Nc3ccccc3N3CCOCC3)c(C#N)cc2c1 | 0.1 | 5 | -0.2 | 1.8 | -3 | 1.2 | -0.8 | -1.3 | 0.9 | -6 | -5
COc1ccccc1N1CCN(S(=O)(=O)CCNC(=O)C2CCCC2)CC1 | -0.3 | 0 | -2.2 | 0.4 | -1 | 1.7 | -0.9 | -2.1 | 1.0 | 3 | 0
COCCNc1nnc(SCC(=O)Nc2sc3c(c2C(=O)c2ccccc2)CCCC3)s1 | -1.9 | 2 | -1.4 | 1.4 | -5 | -0.5 | -4.0 | -5.5 | -0.3 | -4 | -2
Oc1ccc(C(c2nnnn2CCc2ccccc2)N2CCN(c3nc4ccccc4s3)CC2)cc1 (stereo not given) | -1.1 | 7 | -0.2 | -1.4 | -4 | -0.9 | 0.2 | 4.3 | 1.1 | -7 | 0
Cc1csc(NC(=O)CSc2nc(=O)cc(N)n2-c2ccc(F)cc2)n1 | -0.6 | -2 | 0.0 | -0.8 | 0 | 1.5 | -1.4 | -1.7 | 0.0 | 0 | -3
O=S(=O)(c1ccc(OCC2CO2)cc1)c1ccc(OCC2CO2)cc1 (stereo not given) | -1.8 | -5 | -0.7 | -0.2 | -2 | -0.5 | -0.8 | 1.9 | 0.0 | 1 | -1
COc1ccc(-n2c(SCC(=O)Nc3cccc4ccccc34)nc(O)cc2=O)cc1 | -0.9 | -1 | -0.8 | -1.4 | -1 | 1.2 | 0.2 | 2.2 | 0.9 | 0 | -1
Oc1c(Br)cc(/C=N/n2c(-c3ccccc3)n[nH]c2=S)cc1Br | -0.9 | -7 | 0.2 | -0.9 | 0 | -0.6 | 1.2 | -0.8 | 0.4 | 0 | -2
C=CCn1c(SCC(=O)N2CCOCC2)nc2c([nH]c3ccccc32)c1=O | 0.7 | -21 | -0.1 | -2.5 | -3 | 2.5 | 0.2 | -0.2 | -1.1 | -5 | -8
CCCN1C(=O)NC2(O)C(=O)c3ccccc3C12O (stereo not given) | -0.8 | 6 | -0.3 | -1.2 | 0 | -1.7 | -0.2 | 0.1 | -0.5 | 1 | 3
O=C(COC(=O)c1ccccc1Br)NCCc1ccc(F)cc1 | -0.8 | -12 | -0.5 | 0.1 | -2 | -1.8 | 0.6 | 4.6 | -1.1 | 4 | -7
CC(C)(C)c1ccc(C(=O)NCCCN2CCN(CCCNC(=O)c3ccc(C(C)(C)C)cc3)CC2)cc1 | -2.1 | 0 | -0.7 | 2.4 | -5 | 0.6 | -1.6 | -3.0 | -0.6 | -5 | 0
CS(=O)(=O)N1CCCC(C(=O)NCCCN2CCN(Cc3ccccc3)CC2)C1 (stereo not given) | -1.8 | 1 | 0.1 | 0.0 | 0 | 1.0 | 0.4 | -1.1 | 0.8 | 1 | -3
